High-throughput results (PubChem)
697 NFkB inh: inhibitors of the PMA/ionomycin-induced NF-kB reporter in 697 B cells | 697 B-cell NF-kB luciferase reporter, 16 h | inhibition, % at 4 µM | 0.33% of 330,000 active; in the data active means inhibition above about 35%
tim23-1 inh: tim23-1 yeast growth inhibition; S. cerevisiae tim23-1 growth, BacTiter-Glo luminescence, 24 h; inhibition, % at 20 µM; 1.3% of 330,000 active;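 active means growth inhibition of the mutant yeast at or above 50%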;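 further: temperature-sensitive mutant grown at 25 °C; plate controls were DMSO-treated mutant yeast for no effect and medium wells lacking yeast for full effect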
APJ ag: APJ receptor agonism. activation, % at 20 µM. AID 2520. CHO-K1 APJ PathHunter beta-arrestin, luminescence; 0% DMSO wells, 100% apelin. 0.11% of 330,000 active;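 active means activation more than six SD over the plate average, tested at 20 µM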;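 further: 0% = DMSO alone and 100% = apelin-13 at 10 nM; some results filed as inactive read as strong as hits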
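Assay system – PathHunter CHO-K1 APJ (AGTRL-1) beta-arrestin reporter cells · Compound – one dose, 20 µM compound, 1% DMSO · Timing – compound 90 min 25 °C, reagent 1 h · Measured by – luminescence from split beta-galactosidase complementation, Galacton Star/Emerald II substrate · Measure – beta-arrestin recruitment to APJ as agonist activity, luminescent signal · Benchmarks – DMSO vs Apelin-13 10 nM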
UPR CHOP act: activators of apoptotic arm of unfolded protein response (CHOP) | 0.34% of 330,000 active | activation, % at 10 µM | AID 449763 | CHO-CHOP luciferase reporter, UPR activation, luminescence; percent of tunicamycin response over DMSO baseline;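 active means at 10 µM dose, activation of 40% or more, normalized to positive control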;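 further: 100% = tunicamycin at 10 µg/mL and 0% = DMSO alone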
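assay system = CHO CHOP reporter cells | amount = 500 CHO-CHOP cells per well | buffer or medium = F12 with 10% FBS | incubation = 16-18 h cell attachment, then 6 h compound exposure, 37 °C | detection = luminescence read with Steady-Glo | read-out = percent activation relative to tunicamycin control | controls = tunicamycin high control, DMSO low control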
Jurkat NFkB inh: inhibitors of the PMA/ionomycin-induced NF-kB reporter in Jurkat cells; PMA/ionomycin-induced NF-kB luciferase reporter, luminescence; inhibition, % at 4 µM; AID 435003; 0.53% of 330,000 active; in the data active means inhibition above about 50%
XBP1 UPR activ: adaptive UPR (XBP1) activation; CHO-XBP1 luciferase reporter, IRE1-XBP1 UPR activation, luminescence; percent of tunicamycin response, DMSO as zero; activation, % at 20 µM; 0.33% of 330,000 active;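 active means versus positive control, 20 µM dose yields 30% or more activation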;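 further: 100% = tunicamycin at 10 µg/mL and 0% = DMSO only wells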
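Material: IRE1-XBP1 luciferase reporter CHO line / Quantity: one thousand reporter cells per well / Buffer or medium: F12 with 10% serum / Compound: 20 µM single concentration, DMSO 1% / Times: 6 h treatment, 37 °C / Detection: Steady-Glo luciferase glow luminescence, 10 min after reagent addition / Benchmarks: tunicamycin high, DMSO low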
Mdm2 MdmX PPI: inhibitors of human Mdm2/MdmX interaction; O15151+Q00987; SaOS-2 split-luciferase Mdm2/MdmX complementation, luminescence; inhibition, % at 8 µM; 3% of 330,000 active;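 active means inhibition of at least 50% at 8 µM in the primary screen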
Target sequence (O15151 whole entry, looked up): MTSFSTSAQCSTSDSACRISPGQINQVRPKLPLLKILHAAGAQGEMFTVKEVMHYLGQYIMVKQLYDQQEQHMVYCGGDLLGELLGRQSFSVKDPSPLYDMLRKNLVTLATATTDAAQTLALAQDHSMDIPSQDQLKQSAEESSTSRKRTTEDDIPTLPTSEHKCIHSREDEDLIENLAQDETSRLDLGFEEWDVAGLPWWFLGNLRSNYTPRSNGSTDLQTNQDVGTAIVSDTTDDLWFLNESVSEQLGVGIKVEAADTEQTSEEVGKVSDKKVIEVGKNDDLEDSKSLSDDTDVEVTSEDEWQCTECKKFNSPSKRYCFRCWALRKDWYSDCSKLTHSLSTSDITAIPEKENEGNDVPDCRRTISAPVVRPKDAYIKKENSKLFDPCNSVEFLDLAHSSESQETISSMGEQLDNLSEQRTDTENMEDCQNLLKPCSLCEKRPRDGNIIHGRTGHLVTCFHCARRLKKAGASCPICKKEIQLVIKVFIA
Target sequence (Q00987 whole entry, looked up): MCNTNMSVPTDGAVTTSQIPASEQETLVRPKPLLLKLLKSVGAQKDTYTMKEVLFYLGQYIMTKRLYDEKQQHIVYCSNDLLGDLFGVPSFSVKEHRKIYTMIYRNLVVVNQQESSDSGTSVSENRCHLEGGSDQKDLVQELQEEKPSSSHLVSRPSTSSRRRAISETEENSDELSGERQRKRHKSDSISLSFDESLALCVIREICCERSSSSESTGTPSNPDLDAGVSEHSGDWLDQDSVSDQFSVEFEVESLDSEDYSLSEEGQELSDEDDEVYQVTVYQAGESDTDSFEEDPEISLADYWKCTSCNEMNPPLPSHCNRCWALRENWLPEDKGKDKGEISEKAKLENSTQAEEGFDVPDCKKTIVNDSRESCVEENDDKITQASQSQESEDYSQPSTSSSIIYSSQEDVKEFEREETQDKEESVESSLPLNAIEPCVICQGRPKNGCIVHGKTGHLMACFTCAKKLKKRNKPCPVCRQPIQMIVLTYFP
APJ antagonist: APJ receptor antagonism; 0.32% of 330,000 active; CHO-K1 APJ beta-arrestin complementation, luminescence; P35414; AID 2521; inhibition, % at 20 µM;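 active means inhibition above about 40% at 20 µM, limit read from the data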;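 further: cells challenged with 10 nM apelin-13 agonist together with compound; plate controls were apelin-13 plus DMSO wells for no effect and DMSO wells lacking apelin-13 for full effect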
* marks the source's active call; other numbers are inactive results.

Every second line gives: Mdm2 MdmX PPI, tim23-1 inh, APJ ag, XBP1 UPR activ, 697 NFkB inh, APJ antagonist, UPR CHOP act, Jurkat NFkB inh
1	CCOC(=O)CC(=O)Nc1nc2ccccc2s1
 : 5, 21, -4, 6, 9, -4, 2.2, -7
2	O=C1CCCC2=C1C(c1ccccc1)NC(=S)N2 (stereo not drawn)
 : 10, 6, -1, 0, 1, -6, -1.2, 1
3	NC(N)=Nc1cc2ccccc2c2ccccc12
 : 2, 25, 9, -1, 21, -36, 0.1, 6
4	CCCCCc1ccc(OCCCC[n+]2ccc(C)cc2)c(CCCCC)c1
 : 96*, 53*, -4, 5, 34, -1, -0.1, 54*
5	COc1cc(C)c(S(=O)(=O)Nc2ccc(CC(=O)O)cc2)cc1C
 : -11, 13, -2, -1, 14, 7, -0.4, 11
6	CC1CCC/C(=N\NC(=S)NCc2ccccc2)C1 (stereo not drawn)
 : -13, 35, 1, 0, 3, 13, 0.8, 1
7	CCCNC(=O)c1cc(-c2ccccc2)c(N2CCCCC2)s1
 : 2, -3, -1, -4, 13, 1, -0.4, -10
8	CN(C)c1nc(SCCOC(=O)Nc2ccccc2)nc(N(C)C)n1
 : 19, 4, -4, 3, 9, 3, 0.4, 13
9	CCC(=O)Nc1nc(=S)ss1
 : 22, -3, -4, -5, 12, 11, -3.3, -2
10	CSc1ncccc1C(=O)OCc1ccc([N+](=O)[O-])cc1
 : -20, -3, -2, 5, -2, 10, 4.3, -4
11	OCc1cn(-c2ccccc2)nc1-c1cc2ccccc2o1
 : -240, 30, -2, -1, -141, -19, 3.8, -145
12	CS(=O)(=O)N(CC(=O)N1CCCC1)Cc1ccc(Cl)c(Cl)c1
 : 19, -7, -2, -4, -2, 14, -2.6, -3
13	COc1ccc(-c2cc(CCCC(=O)NCc3ccccn3)no2)cc1
 : 9, -3, -7, -9, 17, -10, -5.2, -5
14	CN(CC(=O)Nc1ccc(Cl)c(C(F)(F)F)c1)C(=O)C1(c2ccccc2)CC1
 : 7, 35, 14, -2, 5, 8, -1.2, 1
15	CC(=O)N/C(=C\c1ccccc1)C(=O)OCC(=O)Nc1ccc(C)c(S(=O)(=O)N(C)C)c1
 : 28, 19, -3, -1, 15, -10, 0.3, -3
16	CC(CCc1ccccc1)NC(=O)CC(C)c1ccccc1 (stereo not drawn)
 : 5, 28, 0, -5, -11, 7, -0.6, 3
17	O=C(NC(=S)Nc1ncccn1)c1ccccc1Cl
 : -34, 11, -1, 2, -30, 15, 6.0, -7
18	CC(=O)c1ccc(S(=O)(=O)NCC(=O)Nc2nc3ccccc3[nH]2)cc1
 : -18, 15, 2, -3, 15, 6, 1.6, 2
19	Cc1ccc(/C=C/c2nc3sc(C(=O)O)c(C)c3c(=O)[nH]2)cc1[N+](=O)[O-]
 : 5, -8, -4, -5, 7, 17, 2.0, 0
20	Cc1ccccc1OCC(=O)OCC(=O)NCC1CCCCC1
 : 9, 18, -4, 3, 21, 6, 2.0, -9
21	Cc1ccc2c(c1)N(S(=O)(=O)c1cc(-c3onc(C)c3C)ccc1C)CCO2
 : 18, 28, -4, -7, -51, -10, -1.0, 0
22	CCC(C)N1C(=O)N(C)C2NC(=O)NC21 (stereo not drawn)
 : 11, -10, -3, -1, 5, 2, -0.8, 9
23	Cc1cccc(NC(=O)c2ccc([N+](=O)[O-])o2)c1C
 : 1, 50*, 3, -2, 5, -36, -0.3, 17
24	CC(=O)C(Sc1ncnc2sc3c(c12)CCCC3)C(C)=O
 : 18, 41, 1, -6, -21, -2, -1.9, -1
25	Cc1c(N/C=C(\Cl)C(=O)C(F)(F)F)c(=O)n(-c2ccccc2)n1C
 : 4, 1, -1, -3, 15, 5, -0.1, -21
26	CCCOc1ccc(Cn2ccnc2)cc1[N+](=O)[O-]
 : 1, 18, 2, 0, -25, 7, 0.9, 2
27	Cn1c(=O)c2c(nc(OCc3cccnc3)n2Cc2ccccc2)n(C)c1=O
 : 18, -33, -3, -6, 5, 20, -0.7, -11
28	COc1ccccc1C(=O)O/N=C(\c1ccccc1)c1ccncc1
 : -21, 49, -1, 0, 5, -8, -1.3, -18
29	O=C(NNC(=S)NC1CCCCC1)c1ccccc1O
 : 17, 5, -5, -1, -28, 11, 2.5, -25
30	CCCn1c(NC(=O)c2ccc(Br)cc2)nc2ccccc21
 : 15, -1, -2, 2, -16, -1, 1.4, -12

Structural class, the entries above with a furan ring, fused or not.
Every second line gives: Mdm2 MdmX PPI, tim23-1 inh, APJ ag, XBP1 UPR activ, 697 NFkB inh, APJ antagonist, UPR CHOP act, Jurkat NFkB inh
11	OCc1cn(-c2ccccc2)nc1-c1cc2ccccc2o1
 : -240, 30, -2, -1, -141, -19, 3.8, -145
23	Cc1cccc(NC(=O)c2ccc([N+](=O)[O-])o2)c1C
 : 1, 50*, 3, -2, 5, -36, -0.3, 17

Returning to the listing, starting three compounds before the break.
Every second line gives: Mdm2 MdmX PPI, tim23-1 inh, APJ ag, XBP1 UPR activ, 697 NFkB inh, APJ antagonist, UPR CHOP act, Jurkat NFkB inh
28	COc1ccccc1C(=O)O/N=C(\c1ccccc1)c1ccncc1
 : -21, 49, -1, 0, 5, -8, -1.3, -18
29	O=C(NNC(=S)NC1CCCCC1)c1ccccc1O
 : 17, 5, -5, -1, -28, 11, 2.5, -25
30	CCCn1c(NC(=O)c2ccc(Br)cc2)nc2ccccc21
 : 15, -1, -2, 2, -16, -1, 1.4, -12
31	CN(CC(=O)OCC(=O)c1c(N)n(C)c(=O)n(C)c1=O)S(=O)(=O)c1ccc(Cl)cc1
 : 17, 11, -1, -2, 17, -12, -1.7, -7
32	CCn1cnc2c1c(=O)n(CC(=O)O)c(=O)n2Cc1ccccc1
 : 13, 3, -3, -1, 9, -2, 0.4, 9
33	COc1ccc2c(-c3ccccc3)cc(SCC(=O)N(C)C)nc2c1
 : -3, 26, -1, 0, -10, 23, -0.7, -6
34	COc1ccc(NC(=O)CSCC(=O)Nc2sccc2C#N)cc1
 : 26, 13, 0, -3, 20, 1, -0.8, 1
35	Cc1ccc(NC(=O)COC(=O)CCc2c(C)nc3ncnn3c2C)cc1C
 : 5, -2, -2, 0, 3, 3, -1.6, 10
36	COc1ccccc1N1CCN(C(=O)C(C)NC(=O)c2ccco2)CC1 (stereo not drawn)
 : -4, -1, -3, -4, 10, -2, 5.7, 0
37	CCOC(=O)c1c(S(=O)(=O)Nc2ccc(F)cc2C)c(C)n(C)c1C
 : 10, 23, -3, -2, -2, 19, -0.2, -2
38	O=C(Cc1c(F)cccc1Cl)Nc1ccccc1N1CCCCC1
 : -12, 17, -3, 3, 6, 3, 2.8, -2
39	CSc1ccccc1NC(=O)CN1CCCCC1
 : -1, 4, -2, -1, 20, -8, -0.3, 5
40	CC(Oc1ccc2ccc(=O)oc2c1)C(=O)c1ccccc1 (stereo not drawn)
 : -2, 11, -3, -2, 3, -6, -0.2, 8
41	CN(CC(=O)Nc1ccccc1C(F)(F)F)C(=O)CSc1nnc(N)s1
 : 14, 5, 0, -3, 0, 8, -1.0, -9
42	Cc1ccc(/C(O)=C2\C(=O)C(=O)N(C)C2c2ccccc2[N+](=O)[O-])cc1 (stereo not drawn)
 : 20, 6, 0, 4, -115, -21, -0.2, -35
43	CCN(CC)CCCNC(=O)C1c2ccccc2C(=O)N(C)C1c1ccc(OC)cc1 (stereo not drawn)
 : 7, 7, 9, -1, 17, -11, 2.4, -6
44	Cc1cc(=O)n(CCO)c(O)c1C#N
 : 12, -6, -2, 1, 17, -7, -0.6, -7
45	CC(=O)c1cccc(NC(=O)NNC(=O)c2ccc3ccccc3c2)c1
 : 29, 12, -3, -2, 14, -10, 1.3, 8
46	Cc1ccc(-n2nnnc2SCC(=O)c2cc(C)n(-c3cc(C)on3)c2C)c(C)c1
 : 40, 17, -2, -3, 15, 1, -2.3, 13
47	O=C(Oc1ccc(-c2nnco2)cc1)N1CCOCC1
 : -12, 9, -2, -1, -21, 8, 0.9, -14
48	Cc1cc(F)ccc1S(=O)(=O)N1CCCOC1CNC(=O)C(=O)NCc1cccnc1 (stereo not drawn)
 : 16, 13, -3, -4, -5, 9, -0.7, 2
49	CCOc1ccc(CCNC(=O)C2CCCN(c3nn4c(=O)cc(C)nc4s3)C2)cc1OCC (stereo not drawn)
 : 2, 9, -2, -2, 20, -5, -1.0, 0
50	CC(c1ccccc1)C(NC(=O)OCC1c2ccccc2-c2ccccc21)C(=O)O (stereo not drawn)
 : -8, 12, -4, 0, 11, 7, -2.1, 9
51	CC1CCN(S(=O)(=O)N2CCC(C(=O)NCc3ccc4c(c3)OCO4)CC2)CC1
 : 19, 14, -3, 0, -23, 1, -0.5, 7
52	CCOc1ccc(N(CC(=O)Nc2ccc(C)cc2)S(=O)(=O)c2c(C)[nH]c(=O)[nH]c2=O)cc1
 : 17, 8, -1, -1, 8, -6, -0.9, -10
53	CN(C)S(=O)(=O)c1ccc(C(=O)NC2CCCc3ccccc32)cc1 (stereo not drawn)
 : 5, -6, 0, -1, 7, 15, 0.8, 1
54	COC(=O)c1ccc(C2C(C(=O)c3ccc(C)o3)=C(O)C(=O)N2c2cc(C)on2)cc1 (stereo not drawn)
 : 14, 20, 0, -3, -38, 18, 2.2, -16
55	CN(CC(=O)NCCc1ccccc1)CC(=O)Nc1cccc(F)c1
 : 5, -4, -2, 1, 6, 3, 1.7, -1
56	CCOc1ccccc1NC1=C(Cl)C(=O)N(c2ccc(OC)cc2)C1=O
 : -21, 28, -5, -1, 16, 19, 2.2, 19
57	CCCC(NC(=O)CCc1c(C)c2cc3c4c(oc3c(C)c2oc1=O)CCCC4)C(=O)O (stereo not drawn)
 : -10, 7, -1, -2, 21, 10, -2.4, -14
58	COc1ccc(S(=O)(=O)Nc2ccccc2C(=O)NCc2cccnc2)cc1C
 : -22, 15, -2, -1, 27, 8, 1.0, -7
59	COc1ccc(C(=O)COC(=O)/C=C/c2ccccc2)cc1
 : 21, -2, 0, -5, 7, 4, 1.7, -14
60	CCOC(=O)C1=C(c2ccccc2)NC(=S)NC1c1cccc([N+](=O)[O-])c1 (stereo not drawn)
 : 4, -10, -2, -3, 15, 3, 0.4, 6
61	O=C(CN1CCCCC1)Nc1ccc(C(F)(F)F)cc1Cl
 : 1, 8, -4, 3, -15, 7, 1.4, -18
62	CCOC(=O)C1CCN(CCC(=O)Nc2ccc(Br)c(C)c2)CC1
 : -2, 7, 0, -2, -19, -28, -0.1, -9
63	Cc1cccc(N2C(=O)CS/C2=N\NC(=O)c2ccc(Br)cc2)c1C
 : -14, 7, 4, -2, -24, 4, 0.4, 5
